PTAP TSG101 blk – qHTS Assay for Iinhibitors of HIV-1 Budding by Blocking the Interaction of PTAP/TSG101; Fluorescence polarization, FITC-PTAP peptide / Tsg101 binding; 340,000 tested, under 10 active; Tumor susceptibility gene 101 protein (Homo sapiens), Q99816; Potency, µM (titrated, usually from 115 µM), for the others: at the highest dose activity change, negative = inhibition, actives largely listed as inhibitors; AID 493005, 2010; active means well fitted inhibition curve with a large enough effect in the main read-out, with a control signal flat, not every such curve was filed as active; inconclusive means small, poorly fitted or top-dose-only effect, or effect the other way, or a change in a side signal; inactive means no such curve, though single readings can be large or run the other way; further: potency means the concentration at half of the fitted maximal effect; % of control where 0% means no effect
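FP read-out: FITC-PTAP peptide, 50 nM final, binding Tsg101 binding domain, 10 uM final; 20 min, r.t.; 10 mM HEPES pH 7.5, 0.15 M NaCl, 0.01% Tween 20, 3 mM EDTA, 0.1 mM TCEP.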
Eya2 phos inh – qHTS Assay for Inhibitors of the Phosphatase Activity of Eya2. AID 488837, 2010. actives 0.006% (n = 330,000). recombinant Eya2, OMFP fluorescence dephosphorylation (OMFP is methylfluorescein phosphate). Potency, µM (titrated, usually from 76.9 µM), inactives show top-dose activity, negative = inhibition, most hits filed as inhibitors; further: potency means the concentration at half of the fitted maximal effect; on the % scale 0 is the no-effect control and ±100 the full control effect
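Eya2 protein (added as 0.2 uM solution) was preincubated with compound for 10 min at ambient temperature in 50 mM HEPES pH 7.5, 50 mM NaCl, 5 uM MgCl2, 0.05% BSA, 1 mM DTT. OMFP (added at 50 uM) then reacted 10 min; fluorescence read at 485/525 nm.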
p53 reactivation – qHTS assay for re-activators of p53 using a Luc reporter; H1299 p53-A138V BP100-luciferase reporter, luminescence, 24 h; actives 0.063% (n = 320,000); AID 504706, 2011; Potency, µM (top dose mostly 92.2 µM), inactives show at the highest dose activity change, positive = activation, most hits filed as activators; further: potency means the concentration at half of the fitted maximal effect; % of control where 0% means no effect; nearly all actives have a fitted effect of over 45% in size
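p53-null H1299 cells stably carrying temperature-sensitive p53-A138V and a BP100-luciferase reporter were pinned with compounds (4-point, 1:5 series) and held 24 hrs at 37 deg C. Luminescence was read 10 min after detection reagent.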
TRPV1 ag – HTS Assay for Compounds that Act as Agonists of the Vanilloid Receptor 1 | Transient receptor potential cation channel subfamily V member 1 (Homo sapiens), Q8NER1 | TRPV1-expressing cells, Fluo-8 calcium influx, agonist mode | activation, % at 8.33 µM | actives 0.19% (n = 320,000); in the data active means activation above about 80%; inconclusive means between about 30% and that limit; further: 0% is about no effect
Target sequence (Q8NER1 whole entry, looked up): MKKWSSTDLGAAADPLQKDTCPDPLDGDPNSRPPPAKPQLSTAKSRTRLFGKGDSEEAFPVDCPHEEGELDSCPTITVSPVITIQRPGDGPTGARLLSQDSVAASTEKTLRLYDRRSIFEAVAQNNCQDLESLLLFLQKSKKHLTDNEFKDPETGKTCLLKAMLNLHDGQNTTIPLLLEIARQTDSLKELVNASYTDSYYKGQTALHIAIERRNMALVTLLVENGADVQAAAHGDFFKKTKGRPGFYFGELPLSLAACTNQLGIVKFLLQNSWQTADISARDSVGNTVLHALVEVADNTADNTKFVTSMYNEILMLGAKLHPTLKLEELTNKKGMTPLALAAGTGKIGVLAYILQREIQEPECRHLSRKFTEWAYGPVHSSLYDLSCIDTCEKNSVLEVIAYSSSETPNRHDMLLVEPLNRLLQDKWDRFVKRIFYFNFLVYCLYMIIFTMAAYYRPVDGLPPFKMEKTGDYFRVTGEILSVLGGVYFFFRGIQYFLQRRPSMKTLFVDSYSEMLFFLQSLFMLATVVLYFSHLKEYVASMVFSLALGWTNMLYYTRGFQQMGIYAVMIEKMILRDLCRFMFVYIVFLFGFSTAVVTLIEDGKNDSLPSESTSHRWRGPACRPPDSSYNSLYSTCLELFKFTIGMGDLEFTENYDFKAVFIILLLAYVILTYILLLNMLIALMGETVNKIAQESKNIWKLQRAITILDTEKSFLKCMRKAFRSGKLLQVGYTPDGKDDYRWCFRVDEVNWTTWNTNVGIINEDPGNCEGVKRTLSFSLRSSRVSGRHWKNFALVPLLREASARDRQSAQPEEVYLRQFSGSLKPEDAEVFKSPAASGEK
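TRPV1-expressing cells were cultured overnight at 35.5C and loaded with Fluo-8 calcium dye for 40 to 90 min at room temperature. After a 10 s baseline, compound was added and calcium influx was read kinetically for 3 min (ex 480/em 520 nm).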
a7 integrin act – qHTS for Activators of Integrin-Mediated Alleviation for Muscular Dystrophy. alpha7betagal myoblasts, beta-gal FDG fluorescence, 48 h. Potency, µM (top dose mostly 38.3 µM), for inactives: top-dose activation, most hits filed as activators. actives 0.064% (n = 350,000);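 further: potency means the concentration at half of the fitted maximal effect; 100% = response of the positive control SU9516; nearly all actives have a fitted effect of over 60% in size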
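Alpha7betagal+/- myoblasts (passage 13) were plated 16-24 hr, then exposed to compounds (1:260 dilution of DMSO stock) for 48 hours at 37C. After MPER lysis, β-galactosidase reporter activity was read as FDG fluorescence (ex 480/em 540) after 30 minutes.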
ELG1 genotox – qHTS screen for small molecules that induce genotoxicity in human embryonic kidney (HEK293T) cells expressing luciferase-tagged ELG1; HEK293T ELG1-luciferase reporter, luminescence, 16 h; Potency, µM (top dose mostly 46 µM), for the others: top-dose activity change, positive = activation, actives largely listed as activators; actives 1.3% (n = 330,000); AID 504466, 2011; further: potency means the concentration at half of the fitted maximal effect; % of control where 0% means no effect; nearly all actives have a fitted effect of over 60% in size
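Quantitative HTS format in 1536-well plates. HEK293T ELG1-luciferase reporter cells receive test compound and are incubated 16 hr at 37 °C, 5% CO2; ONE-Glo added, 30 min room temperature, then luminescence read.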
BRCA1 expr up – qHTS Assay to Identify Small Molecule Activators of BRCA1 Expression | AID 624202, 2012 | Potency, µM (top dose mostly 46.1 µM), for inactives: top-dose activation, most hits filed as activators | actives 1.1% (n = 380,000) | MCF7-BRCA1-FFLuc reporter, luminescence, 48 h; response scale: scaled: vehicle 0%, 10 µM genistein 100%; further: potency means the concentration at half of the fitted maximal effect; nearly all actives have a fitted effect of over 80% in size; some results filed as inactive show a strong effect at the top dose
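Activators of BRCA1 expression were detected as increased firefly luciferase luminescence in engineered MCF7 cells after 48 h compound incubation. Signals were scaled to genistein 10 microM as full activation.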
B2AR arrestin – qHTS assay of beta-arrestin-biased ligands of beta2-adrenergic receptor. beta-arrestin recruitment to beta2AR, cell-based reporter. Beta-2 adrenergic receptor (Homo sapiens), P07550. actives 0.02% (n = 330,000). Potency, µM (series often up to 46.1 µM), for inactives: at the highest dose activation, actives largely listed as activators;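 further: potency means the concentration at half of the fitted maximal effect; 0% = DMSO controls and full agonism = EC100 isoproterenol or metaproterenol; nearly all actives have a fitted effect of over 65% in size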
USP2a inh – qHTS Assay for Inhibitors of Ubiquitin-specific Protease USP2a Using CHOP2 as the Reporter; AID 463254, 2010; Ubiquitin carboxyl-terminal hydrolase 2 (Homo sapiens), O75604; Potency, µM (series often up to 38.3 µM), for the others: at the highest dose activity change, negative = inhibition, most hits filed as inhibitors; USP2 core, Ub-CHOP2 coupled fluorogenic reporter, 485/531; actives 0.01% (n = 330,000);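 further: potency means the concentration at half of the fitted maximal effect; plate controls were DMSO wells for no effect and full inhibition by NEM control for full effect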
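USP2 core (10nM final) preincubated 30min RT with compound in 20mM Tris-HCl pH 8.0, 2mM CaCl2, 2mM beta-mercaptoethanol, 0.05% CHAPS; 25nM Ub-CHOP2 plus 25nM reporter substrate added, fluorescence (Ex485/Em531) read after 60min.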
uPA surface inh – qHTS for Inhibitors of Cell Surface uPA Generation | Potency, µM (doses to about 38.3 µM), without a hit: at the top dose activity change, negative = inhibition, usual class: inhibitors | actives 0.31% (n = 330,000) | cell surface uPA generation assay, qHTS; active means well fitted inhibition curve with a large enough effect; inconclusive means small, poorly fitted or top-dose-only effect; inactive means no such curve, though single readings can be large or run the other way; tested in mouse RAW 264.7 cells; further: potency means the concentration at half of the fitted maximal effect; on the % scale 0 is the no-effect control and ±100 the full control effect; nearly all actives have a fitted effect of over 55% in size
ASM inhibitor – Inhibitors of Secretory Acid Sphingomyelinase (S-ASM): qHTS; placental ASM, HMU-PC fluorogenic substrate, 60 min; actives 0.006% (n = 340,000); AID 504937, 2011; Potency, µM (highest dose often 57.5 µM), without a hit: at the highest dose activity change, negative = inhibition, most hits filed as inhibitors; further: potency means the concentration at half of the fitted maximal effect
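qHTS format. ASM enzyme prepared from human placenta hydrolyses the fluorogenic substrate HMU-PC0 (9 uM final) over 60 min at 37 °C after a 10 min compound preincubation.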
* hit, by the source's call; u = inconclusive; x = no result given; [ ] = remark or other dose. Unless noted, the call rests on the fitted dose curve; in most records, active means well fitted curve in the direction sought with a large enough effect; inconclusive means small, poorly fitted or top-dose-only effect, or another doubt; inactive means no such curve, though single readings can be large; an effect the other way counts as inactive or inconclusive.

SMILES	PTAP TSG101 blk	Eya2 phos inh	p53 reactivation	TRPV1 ag	a7 integrin act	ELG1 genotox	BRCA1 expr up	B2AR arrestin	USP2a inh	uPA surface inh	ASM inhibitor
C=CCNC(=O)/C(=C/c1ccco1)NC(=O)c1ccc(Br)o1	-3%	-3%	4%	3	-17%	-5%	-15%	0.3%	5%	7%	5%
Nc1nonc1N/N=C\c1ccccc1	-2%	-1%	3%	-1	9%	3%	22%	-0.2%	-1%	13%	5%
Cn1c(SCCN2CCCCC2)nnc1-c1ccccc1Br	1%	5%	10%	4	-17%	-2%	3%	-0.3%	-1%	3%	4%
CCOC(=O)[C@H]1[C@H]2COc3ccc(Br)cc3[C@@H]2N2C(=O)c3ccc(Cl)cc3NC(=O)[C@@]12C	x	-5%	-6%	u	-22%	-1%	-49%	0.2%	3%	-47%	0%
O=C(COc1ccccc1[N+](=O)[O-])Nc1cccc(S(=O)(=O)N2CCCC2)c1	-2%	2%	-9%	x	0%	-3%	-33%	4.0%	1%	-4%	-2%
Clc1cccc(-c2nc(-c3ccccn3)no2)c1	-5%	6%	-11%	20	-16%	u	-68%[inhibitor]	0.0%	1%	-11%	1%
COC(=O)c1ccc2c(=O)[nH]c(COC(=O)c3c(-c4ccccc4)noc3C)nc2c1	-1%	-13%	9%	1	3%	-6%	2%	-0.3%	-5%	-8%	6%
O=C(CSc1nnc(-c2ccncc2)n1Cc1ccccc1)NC1CCCCC1	-1%	4%	1%	-2	1%	0%	-2%	0.2%	0%	1%	-3%
COc1cccc(N2CCN(C(=O)CCC(=O)c3ccc(Cl)s3)CC2)c1	-3%	3%	8%	12	2%	-1%	1%	5.0%	4%	4%	-2%
N#C/C(=C(/O)COC(=O)CSc1ccc(Cl)cc1)c1nc2ccccc2[nH]1	-2%	1%	16%	0	-51%[inhibitor]	u	0%	-0.2%	-2%	0%	x
CCOc1ccc(N2CC(C(=O)N3CC(C)OC(C)C3)CC2=O)cc1 (centres undefined)	-6%	1%	-1%	1	8%	2%	-8%	-0.2%	0%	1%	3%
Cc1cc(C)cc(NS(=O)(=O)c2c(C(=O)N3CCOCC3)c(C)n(C)c2C)c1	1%	-6%	-6%	1	45%	0%[9.26 µM]	-2%	-0.3%	3%	-1%	0%
COc1ccc(NC(=O)COC(=O)c2cc(OC)c(OC)cc2NC(=O)c2ccco2)cc1OC	-1%	-20%	2%	9	12%	0%	-92%[inhibitor]	-0.6%	2%	-3%	0%
Cc1noc(C)c1S(=O)(=O)N1CCCC(C(=O)c2cccc(OC(C)C)c2)C1 (centres undefined)	-2%	-2%	-4%	7	1%	-8%	-15%	-0.2%	2%	x	-1%
NC(=O)c1cc(S(=O)(=O)N2CCCC2)ccc1OCCOc1ccccc1F	-4%	14%	0%	2	3%	1%	-17%	-0.2%	1%	-2%	2%
Cc1cc(C(=O)NN)c(Cl)cc1Cl	1%	4%	3%	5	-10%	0%	-8%	0.2%	-12%	10%	3%
Cc1cc(=O)oc2cc(OCC(=O)N3CCC(O)CC3)c(Cl)cc12	-3%	4%	-4%	0	-25%	3%	7%	0.6%	2%	-14%	16%
Cc1c(C(=O)N2CCCCC2)sc(NC(=O)c2ccco2)c1C#N	-3%	4%	13%	-1	18%	5%	27%	-0.6%	1%	9%	0%
CCOc1ccccc1NC(=O)C(=O)CC(=O)c1ccc(OC)cc1	3%	-10%	-3%	6	-18%	-3%	19%	-0.5%	-13%	2%	-4%
C/C(=N\NC(=S)NCc1ccccc1)c1cccc(Br)c1	-1%	11%	u	18	8%	-3%	0%	-0.1%	-2%	2%	-9%

Full records from above. Order of values: PTAP TSG101 blk | Eya2 phos inh | p53 reactivation | TRPV1 ag | a7 integrin act | ELG1 genotox | BRCA1 expr up | B2AR arrestin | USP2a inh | uPA surface inh | ASM inhibitor
Entry for CCOC(=O)[C@H]1[C@H]2COc3ccc(Br)cc3[C@@H]2N2C(=O)c3ccc(Cl)cc3NC(=O)[C@@]12C → x | -5% | -6% | u | -22% | -1% | -49% | 0.2% | 3% | -47% | 0%
Entry for COc1ccc(NC(=O)COC(=O)c2cc(OC)c(OC)cc2NC(=O)c2ccco2)cc1OC → -1% | -20% | 2% | 9 | 12% | 0% | -92%[inhibitor] | -0.6% | 2% | -3% | 0%
Entry for N#C/C(=C(/O)COC(=O)CSc1ccc(Cl)cc1)c1nc2ccccc2[nH]1 → -2% | 1% | 16% | 0 | -51%[inhibitor] | u | 0% | -0.2% | -2% | 0% | x

More entries follow.
SMILES	PTAP TSG101 blk	Eya2 phos inh	p53 reactivation	TRPV1 ag	a7 integrin act	ELG1 genotox	BRCA1 expr up	B2AR arrestin	USP2a inh	uPA surface inh	ASM inhibitor
Cc1ccc(Cn2c(N3CCNCC3)nc3c2c(=O)[nH]c(=O)n3C)cc1	0%	4%	x	-4	12%	1%	-25%	0.4%	-1%	14%	-4%
N#C/C(=C\Nc1ccc(F)c(Cl)c1)C(=O)C1CC1	-2%	-8%	-2%	0	26%	1%	-21%	-0.5%	3%	5%	-1%
COc1cccc(CSc2nc3sc(C)c(C)c3c(=O)n2Cc2ccco2)c1	0%	6%	4%	6	-49%[inhibitor]	0%	-32%	3.1%	-1%	3%	-8%
CC(=O)Nc1cccc(OCC(=O)Nc2sccc2C(N)=O)c1	1%	-1%	3%	-4	0%	u	4µM*	0.1%	14%	-14%	0%
O=C(Nc1nc2ccccc2s1)c1ccccc1[N+](=O)[O-]	1%	-9%	28µM*	19	13%	u	69%	-0.5%	0%	6%	-3%
CC1Cc2cc(S(=O)(=O)N3CCC(C(=O)N(C)Cc4ccccc4)CC3)ccc2N1C(=O)C1CC1 (centres undefined)	-10%	-2%	-8%	0	3%	-1%[9.26 µM]	-23%	-0.1%	2%	10%	-2%
Cc1nc2ccccc2c(=O)n1NC(=O)c1ccccc1F	-3%	0%	-2%	0	21%	-4%	2%	0.5%	-1%	5%	5%
CC(C)Cn1c(C(C)NC(=O)Cc2ccccc2)nc2ccccc21 (centres undefined)	-5%	-36%	4%	u	25%	u	-4%	-0.2%	1%	-7%	7%
Cc1cc2cc(CNC(=O)c3ccc(Br)o3)ccc2[nH]1	-12%	-4%	1%	1	-11%	1%	-42%	-1.1%	-1%	12%	-2%
Cc1ccc(-c2nc(NCCN(C)C)c3ccccc3n2)cc1	-1%	3%	x	19	-35%	u	-58%	-0.6%	-1%	-8%	-7%
COc1ccc(CCc2nnc(CCC(=O)NCc3ccc4ncccc4c3)o2)cc1	1%	6%	6%	1	-25%	1%	1%	-0.2%	0%	-3%	0%
CCn1c(SCC(=O)NCCc2ccccc2)nnc1C(C)C	-4%	-5%	-2%	-3	15%	6%	-5%	-0.2%	1%	1%	2%
COc1cccc(C(=O)Nc2cccc(-c3ccc(N4CCOCC4)nn3)c2)c1OC	0%	-22%	23%	20	-39%	1%	7%	-0.4%	3%	-9%	6%
COc1ccc(S(=O)(=O)N2CCOC23CCN(S(=O)(=O)c2cc(F)ccc2F)CC3)cc1	1%	6%	2%	-1	-15%	1%	-29%	-0.1%	5%	-4%	2%
COc1cc(/C=N/Nc2nc(N3CCCC3)nc(N3CCCC3)n2)ccc1OCc1ccccc1F	-1%	1%	9%	25	8%	-6%	u	0.4%	0%	6%	11%
COc1cc(/C=N/N2C(=O)C3C4c5ccccc5C(c5ccccc54)C3C2=O)ccc1O (centres undefined)	-5%	-1%	-11%	-8	-2%	-6%	-24%	4.2%	1%	2%	31%[activator]
Cn1c(=O)c2c(ncn2CC(=O)Nc2nc(-c3ccc(F)c(F)c3)cs2)n(C)c1=O	4%	2%	-2%	-2	16%	5%	-7%	-0.3%	-2%	8%	-6%
COc1ccc(CNC(c2ccccc2)c2ccc(Cl)cc2)cc1 (centres undefined)	-2%	-2%	6%	3	-36%	-4%	-17%	-0.3%	4%	1%	-2%
CCOC(=O)c1cc2c(=Cc3ccc(N(C)C)cc3)c3ccccc3n2[n+]1C	u	x	x	x	-50%[inhibitor]	x	-96%[inhibitor]	x	x	-6%	u

Screening data: PubChem, National Center for Advancing Translational Sciences (NCATS)
